Assay outcomes (PubChem)
yeast sgs1 mgt1: NCI yeast anticancer drug screen, S. cerevisiae sgs1 mgt1 strain. % growth inhibition at 50 µM. 10% of 78,000 active. AID 161;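 note: 0% = growth of vehicle-only cultures of the same strain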
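Mutant yeast exposed to compound; growth scored against vehicle-only wells.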
yeast rad50: NCI yeast anticancer drug screen, S. cerevisiae rad50 strain | % growth inhibition at 50 µM | 10% of 79,000 active;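 note: 0% = growth of vehicle-only cultures of the same strain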
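Genetically altered yeast (DNA repair pathway); compound treatment; growth inhibition vs vehicle ctrl.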
cln2 rad14: NCI yeast anticancer drug screen, S. cerevisiae cln2 rad14 strain; growth inhibition, % at 50 µM; AID 165; 8.3% of 78,000 active;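 note: 0% = growth of vehicle-only cultures of the same strain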
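Compounds are applied to the cln2 rad14 yeast strain, and growth is then compared with that of vehicle-treated cultures to give inhibition.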
mec2-1: NCI yeast anticancer drug screen, S. cerevisiae mec2-1 strain; % growth inhibition at 50 µM; AID 157; 9% of 79,000 active;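 note: 0% = growth of vehicle-only cultures of the same strain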
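Strain: mec2-1 (DNA repair/cell cycle alteration). Compound exposure, then growth measured; inhibition expressed relative to vehicle.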
yeast bub3: NCI yeast anticancer drug screen, S. cerevisiae bub3 mutant strain. growth inhibition, % at 50 µM. 9.9% of 78,000 active;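 note: 0% = growth of vehicle-only cultures of the same strain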
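Compounds were applied to a genetically altered yeast strain carrying a cell-cycle control defect. Growth inhibition was scored against vehicle-treated controls.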
mlh1 rad18: NCI yeast anticancer drug screen, S. cerevisiae mlh1 rad18 strain; growth inhibition, % at 50 µM; 11% of 79,000 active;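 note: 0% = growth of vehicle-only cultures of the same strain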
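Cells of a genetically altered yeast strain, deficient in DNA damage repair, were treated with compound. Their growth was then compared with that of vehicle-treated cultures to give inhibition.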
An asterisk follows results filed as active. Cut-off read from the data, not from the text of the source: active = growth inhibition above about 70%; inactive = the rest.

How did CCOC(=O)CCCCCCC(=O)OCC do in these assays?
yeast sgs1 mgt1: 5; yeast rad50: 19; cln2 rad14: 2; mec2-1: 5; yeast bub3: 1; mlh1 rad18: 23

How did COc1ccc(S(=O)Cc2cc(OC)c(OC)c(OC)c2)cc1 (stereo not given) do in these assays?
yeast sgs1 mgt1: -62; yeast rad50: -8; cln2 rad14: -20; mec2-1: -20; yeast bub3: -14; mlh1 rad18: -24

What do the screens show for `CC12CCC3C(CCC(CC(=O)O)C3(C)CC(=O)O)C1CCC2=O` (stereo not given)?
yeast sgs1 mgt1: -22; yeast rad50: 4; cln2 rad14: -2; mec2-1: -7; yeast bub3: -14; mlh1 rad18: -14

Results for O=C(O)C1CCC(C(=O)O)S1 (stereo not given) ?
yeast sgs1 mgt1: -1; yeast rad50: 2; cln2 rad14: -13; mec2-1: -10; yeast bub3: 10; mlh1 rad18: 16

Results for CCCCc1c(O)c2c(=O)n(C)c(=O)n3c4ccccc4n(c1=O)c23 ?
yeast sgs1 mgt1: -1; yeast rad50: -2; cln2 rad14: -22; mec2-1: -10; yeast bub3: 0; mlh1 rad18: 11

How did COC(=O)Cc1ccccc1-n1nccc1S(C)=O (stereo not given) do in these assays?
yeast sgs1 mgt1: 14; yeast rad50: 10; cln2 rad14: -8; mec2-1: -5; yeast bub3: 9; mlh1 rad18: 7

What do the screens show for `Cc1ccc(C)c(NC(=O)Oc2ccc(C(=O)OCc3ccccc3)cc2)c1`?
yeast sgs1 mgt1: 75*; yeast rad50: 67; cln2 rad14: 40; mec2-1: 91*; yeast bub3: 96*; mlh1 rad18: 89*

How did CCCNC(=S)/N=C/c1c(O)c2ccccc2[nH]c1=O do in these assays?
yeast sgs1 mgt1: -12; yeast rad50: -40; cln2 rad14: 12; mec2-1: -45; yeast bub3: 7; mlh1 rad18: -14

Results for O=C(O)c1nccnc1C(=O)O ?
yeast sgs1 mgt1: 0; yeast rad50: 3; cln2 rad14: 11; mec2-1: -7; yeast bub3: -2; mlh1 rad18: 15

What do the screens show for `O=C1C=C(Nc2ccc(S(=O)(=O)Nc3nccs3)cc2)c2ccccc2C1=O`?
yeast sgs1 mgt1: -15; yeast rad50: -8; cln2 rad14: -8; mec2-1: -19; yeast bub3: 2; mlh1 rad18: 22

Nothing new here: an excerpt of the list.
What do the screens show for `CC12CCC3C(CCC(CC(=O)O)C3(C)CC(=O)O)C1CCC2=O` (stereo not given)?
yeast sgs1 mgt1: -22; yeast rad50: 4; cln2 rad14: -2; mec2-1: -7; yeast bub3: -14; mlh1 rad18: -14

Results for O=C(O)C1CCC(C(=O)O)S1 (stereo not given) ?
yeast sgs1 mgt1: -1; yeast rad50: 2; cln2 rad14: -13; mec2-1: -10; yeast bub3: 10; mlh1 rad18: 16

Results for CCCCc1c(O)c2c(=O)n(C)c(=O)n3c4ccccc4n(c1=O)c23 ?
yeast sgs1 mgt1: -1; yeast rad50: -2; cln2 rad14: -22; mec2-1: -10; yeast bub3: 0; mlh1 rad18: 11

How did COC(=O)Cc1ccccc1-n1nccc1S(C)=O (stereo not given) do in these assays?
yeast sgs1 mgt1: 14; yeast rad50: 10; cln2 rad14: -8; mec2-1: -5; yeast bub3: 9; mlh1 rad18: 7

What do the screens show for `Cc1ccc(C)c(NC(=O)Oc2ccc(C(=O)OCc3ccccc3)cc2)c1`?
yeast sgs1 mgt1: 75*; yeast rad50: 67; cln2 rad14: 40; mec2-1: 91*; yeast bub3: 96*; mlh1 rad18: 89*

How did CCCNC(=S)/N=C/c1c(O)c2ccccc2[nH]c1=O do in these assays?
yeast sgs1 mgt1: -12; yeast rad50: -40; cln2 rad14: 12; mec2-1: -45; yeast bub3: 7; mlh1 rad18: -14

Results for O=C(O)c1nccnc1C(=O)O ?
yeast sgs1 mgt1: 0; yeast rad50: 3; cln2 rad14: 11; mec2-1: -7; yeast bub3: -2; mlh1 rad18: 15

The list goes on.
Results for CCOc1ccc(NC(=O)/C(=N\NC(C)(C)C)C2C(=O)Nc3ccccc3S2=O)cc1 (stereo not given) ?
yeast sgs1 mgt1: -21; yeast rad50: 9; cln2 rad14: -15; mec2-1: -16; yeast bub3: -62; mlh1 rad18: -14

Results for c1ccc(B2Nc3ccccc3O2)cc1 ?
yeast sgs1 mgt1: 5; yeast rad50: 18; cln2 rad14: 18; mec2-1: 7; yeast bub3: 43; mlh1 rad18: 40

How did CCCCC1=NCCc2c1cc1c([nH]c3ccccc31)c2C do in these assays?
yeast sgs1 mgt1: 52; yeast rad50: 9; cln2 rad14: 48; mec2-1: 46; yeast bub3: 76*; mlh1 rad18: 56

What do the screens show for `CC(=O)OCC1OC(N=[N+]=[N-])C(OC(C)=O)C(OC(C)=O)C1OC1OC(COC(C)=O)C(OC(C)=O)C(OC(C)=O)C1OC(C)=O` (stereo not given)?
yeast sgs1 mgt1: -16; yeast rad50: -19; cln2 rad14: 0; mec2-1: -30; yeast bub3: 6; mlh1 rad18: -17

What do the screens show for `O=C1c2ccccc2C(=O)N1CNc1cccc(NCN2C(=O)c3ccccc3C2=O)n1`?
yeast sgs1 mgt1: -23; yeast rad50: -36; cln2 rad14: 13; mec2-1: -22; yeast bub3: -6; mlh1 rad18: -35

How did CC(CN1CCCCC1)NC(=O)c1scnc1-c1ccccc1 (stereo not given) do in these assays?
yeast sgs1 mgt1: -9; yeast rad50: -5; cln2 rad14: -2; mec2-1: -10; yeast bub3: -2; mlh1 rad18: -5

Results for CC(=O)CC(=O)Nc1cccc(O)c1 ?
yeast sgs1 mgt1: -15; yeast rad50: -15; cln2 rad14: 12; mec2-1: -22; yeast bub3: -4; mlh1 rad18: -3

How did COc1cc(/C=C/Cc2cc3c(cc2O)OCO3)cc(OC)c1OC do in these assays?
yeast sgs1 mgt1: 1; yeast rad50: 1; cln2 rad14: -22; mec2-1: -16; yeast bub3: -2; mlh1 rad18: 1

How did CCC(C)NC(=O)NC (stereo not given) do in these assays?
yeast sgs1 mgt1: -10; yeast rad50: -1; cln2 rad14: 6; mec2-1: 0; yeast bub3: 8; mlh1 rad18: 20

What do the screens show for `S=C1N(c2ccc(Cl)cc2)C2=C(N=Nc3ccccc3)C(=Nc3ccccc3S2)N1c1ccccn1`?
yeast sgs1 mgt1: 99*; yeast rad50: 98*; cln2 rad14: 98*; mec2-1: 99*; yeast bub3: 98*; mlh1 rad18: 99*

How did OCc1ccc(F)cc1CO do in these assays?
yeast sgs1 mgt1: -3; yeast rad50: -12; cln2 rad14: -17; mec2-1: -2; yeast bub3: -11; mlh1 rad18: 12

Results for CN(C)NC(=O)CC#N ?
yeast sgs1 mgt1: -4; yeast rad50: -18; cln2 rad14: -4; mec2-1: -2; yeast bub3: -6; mlh1 rad18: 3

How did O=C1CCc2cc3c(cc21)CC1(Cc2ccccc2C1)C3 do in these assays?
yeast sgs1 mgt1: -10; yeast rad50: -29; cln2 rad14: 9; mec2-1: -47; yeast bub3: 11; mlh1 rad18: -21

What do the screens show for `COc1cc(Nc2nc3ccc(C(F)(F)F)cc3nc2-c2ccccc2)cc(OC)c1OC`?
yeast sgs1 mgt1: -36; yeast rad50: 0; cln2 rad14: -12; mec2-1: 4; yeast bub3: -9; mlh1 rad18: -23

How did O=C(c1ccc(Cl)cc1)c1cc2ccccc2oc1=O do in these assays?
yeast sgs1 mgt1: -1; yeast rad50: -5; cln2 rad14: -53; mec2-1: 0; yeast bub3: -18; mlh1 rad18: -12

Results for CCCCOn1nnc2ccccc21 ?
yeast sgs1 mgt1: 1; yeast rad50: 5; cln2 rad14: -18; mec2-1: -3; yeast bub3: -6; mlh1 rad18: 4

Results for CCOC(=O)C(/C=N\c1[nH]ncc1C#N)=C(/C(=O)OCC)c1ccc(O)cc1 ?
yeast sgs1 mgt1: -14; yeast rad50: 5; cln2 rad14: -21; mec2-1: 6; yeast bub3: -3; mlh1 rad18: 15

Results for Cc1cc(=O)[nH]c(NN2C(Cl)C(=O)C2c2cccc(Cl)c2)n1 (stereo not given) ?
yeast sgs1 mgt1: -9; yeast rad50: -6; cln2 rad14: 3; mec2-1: -34; yeast bub3: -10; mlh1 rad18: -33

What do the screens show for `Nc1nc2nn(-c3ccc(C(=O)O)cc3)nc2c(=O)[nH]1`?
yeast sgs1 mgt1: 9; yeast rad50: 17; cln2 rad14: -7; mec2-1: 31; yeast bub3: 40; mlh1 rad18: 68

What do the screens show for `Cc1cc(O)cc(C)c1Br`?
yeast sgs1 mgt1: 4; yeast rad50: 28; cln2 rad14: 0; mec2-1: 22; yeast bub3: 0; mlh1 rad18: 0

What do the screens show for `C#CC(=O)OCC#CCOC(=O)C#C`?
yeast sgs1 mgt1: 78*; yeast rad50: 98*; cln2 rad14: 49; mec2-1: 98*; yeast bub3: 92*; mlh1 rad18: 96*

How did CC1=C(C#N)C(=N)OC1(C)C1CC(=O)C=CC1=O (stereo not given) do in these assays?
yeast sgs1 mgt1: 8; yeast rad50: -12; cln2 rad14: 20; mec2-1: 27; yeast bub3: 5; mlh1 rad18: 5

What do the screens show for `CCOC(=O)c1ccccc1[N+](=O)[O-]`?
yeast sgs1 mgt1: 9; yeast rad50: 23; cln2 rad14: -12; mec2-1: 23; yeast bub3: 7; mlh1 rad18: 18

Results for CCSC1C(O)C(CO)OC1n1cnc2cncnc21 (stereo not given) ?
yeast sgs1 mgt1: 2; yeast rad50: -1; cln2 rad14: -4; mec2-1: -1; yeast bub3: -8; mlh1 rad18: -4

What do the screens show for `O=c1oc(-c2cccc(Cl)c2)nc2cc(Cl)ccc12`?
yeast sgs1 mgt1: 49; yeast rad50: 38; cln2 rad14: 16; mec2-1: 42; yeast bub3: 48; mlh1 rad18: 32

How did Nc1ccc(S(=O)(=O)NNc2nc(N3CCOCC3)nc(N3CCOCC3)n2)cc1 do in these assays?
yeast sgs1 mgt1: 13; yeast rad50: -4; cln2 rad14: 21; mec2-1: -3; yeast bub3: -4; mlh1 rad18: 30

What do the screens show for `COC(=O)C(=O)C(C(=O)C(=O)Nc1nc2ccc(C)cc2s1)c1nc2ccc([N+](=O)[O-])cc2[nH]c1=O` (stereo not given)?
yeast sgs1 mgt1: 22; yeast rad50: 56; cln2 rad14: -31; mec2-1: 15; yeast bub3: 26; mlh1 rad18: 20

What do the screens show for `O=C(O)Cc1cccc2c(=O)c3cccc([N+](=O)[O-])c3[nH]c12`?
yeast sgs1 mgt1: 53; yeast rad50: 75*; cln2 rad14: 65; mec2-1: 58; yeast bub3: 46; mlh1 rad18: 70

What do the screens show for `O=C(NNS(=O)(=O)c1ccccc1)Nc1ccccc1`?
yeast sgs1 mgt1: 7; yeast rad50: -13; cln2 rad14: 4; mec2-1: 6; yeast bub3: 7; mlh1 rad18: -5

What do the screens show for `O=[N+]([O-])c1ccc(-c2ccccc2Cl)c([N+](=O)[O-])c1`?
yeast sgs1 mgt1: 91*; yeast rad50: 96*; cln2 rad14: 80*; mec2-1: 96*; yeast bub3: 96*; mlh1 rad18: 94*

What do the screens show for `CC1CC2C3CCC4=CC(=O)CCC4(C)C3CCC2(C)C1(O)C(=O)CO` (stereo not given)?
yeast sgs1 mgt1: 9; yeast rad50: 2; cln2 rad14: -44; mec2-1: -1; yeast bub3: -14; mlh1 rad18: -1

Results for CCCCCC(=O)OCCOC ?
yeast sgs1 mgt1: -8; yeast rad50: -3; cln2 rad14: -46; mec2-1: -15; yeast bub3: -38; mlh1 rad18: -14

How did O=C(Nc1ccccc1F)OCCCl do in these assays?
yeast sgs1 mgt1: 7; yeast rad50: 12; cln2 rad14: 1; mec2-1: -24; yeast bub3: 4; mlh1 rad18: 4

How did O=[N+]([O-])c1ccc(Cl)c2c([N+](=O)[O-])cccc12 do in these assays?
yeast rad50: 52; mec2-1: 23; mlh1 rad18: 67

How did Cc1cn(C2CC(O)C(CO)O2)c(=O)nc1NCc1cccs1 (stereo not given) do in these assays?
yeast sgs1 mgt1: -9; yeast rad50: 1; cln2 rad14: -9; mec2-1: 2; yeast bub3: -5; mlh1 rad18: 3

What do the screens show for `CN(C)CCNC(=O)c1cccc2nc3c4ccccc4c4ccccc4c3nc12`?
yeast sgs1 mgt1: 96*; yeast rad50: 97*; cln2 rad14: 95*; mec2-1: 96*; yeast bub3: 95*; mlh1 rad18: 95*

Results for CCCc1ccc(C(=O)c2ccccc2)cc1OS(=O)(=O)c1ccc(Br)cc1 ?
yeast sgs1 mgt1: 6; yeast rad50: 6; cln2 rad14: 2; mec2-1: 1; yeast bub3: -5; mlh1 rad18: 4

Results for COCCCNC(=O)c1nc2ccccc2c(=O)n1NC(=O)Cc1ccccc1 ?
yeast sgs1 mgt1: 7; yeast rad50: -14; cln2 rad14: 4; mec2-1: -20; yeast bub3: 0; mlh1 rad18: -8

Results for BrC1CCC(Br)C(Br)CCC1Br (stereo not given) ?
yeast sgs1 mgt1: 55; yeast rad50: 47; cln2 rad14: 32; mec2-1: 55; yeast bub3: 60; mlh1 rad18: 70*
